BoNT A protease: BoNT A light chain protease inhibition; AID 588499; inhibition, % at 10 µM; 360,000 compounds, 0.17% hits; multiplex microsphere protease substrate cleavage, flow cytometry; further: plate controls were buffer without enzyme for full effect and enzyme alone for no effect
GDH-TPI inh: counter-screen for M. tuberculosis FBA inhibitors: GDH-TPI coupled enzymes. GDH-TPI coupled enzyme counterscreen, NADH absorbance. inhibition, % at 4.8 µM. 360,000 compounds, 1.2% hits; in the data active means inhibition above about 30%;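 further: 0% = DMSO wells and 100% = wells lacking the enzyme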
BioA inh: blocks M. tuberculosis BioA enzyme activity | purified M. tuberculosis BioA enzyme, plate reader | inhibition, % at 9.99 µM | 360,000 compounds, 0.096% hits | AID 602481; in the data active means inhibition above about 40%; inconclusive means no clear call, values can overlap the other calls
BoNT-F LC inh: BoNT F light chain protease inhibition; Multiplex microsphere protease cleavage assay, flow cytometry; inhibition, % at 10 µM; 360,000 compounds, 0.22% hits; AID 588497; in the data active means inhibition above about 35%, passing the limit was not always enough; inconclusive means no clear call, values can overlap the other calls; further: plate controls were buffer without enzyme for full effect and enzyme alone for no effect
FadD28 binding: M. tuberculosis FadD28 bisubstrate binding inhibition; 360,000 compounds, 0.22% hits; FadD28 bisubstrate probe binding, fluorescence polarization; inhibition, % at 12.5 µM; in the data active means inhibition above about 8.5%, passing the limit was not always enough; inconclusive means no clear call, values can overlap the other calls
Anthrax LF prot: inhibitors of Bacillus anthracis lethal factor protease | P15917 | inhibition, % at 10 µM | 360,000 compounds, 0.12% hits | multiplex microsphere protease cleavage assay, LF | AID 588501; further: plate controls were buffer without enzyme for full effect and enzyme alone for no effect
Mtb FBA inh: inhibits M. tuberculosis FBA enzyme | 360,000 compounds, 2.3% hits | inhibition, % at 1 µM | purified M. tuberculosis FBA, fluorescence read-out | P9WQA3 | AID 588726; in the data active means inhibition above about 27%;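 further: 0% = vehicle and 100% = reference inhibitor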
Target sequence (P9WQA3 whole entry, looked up): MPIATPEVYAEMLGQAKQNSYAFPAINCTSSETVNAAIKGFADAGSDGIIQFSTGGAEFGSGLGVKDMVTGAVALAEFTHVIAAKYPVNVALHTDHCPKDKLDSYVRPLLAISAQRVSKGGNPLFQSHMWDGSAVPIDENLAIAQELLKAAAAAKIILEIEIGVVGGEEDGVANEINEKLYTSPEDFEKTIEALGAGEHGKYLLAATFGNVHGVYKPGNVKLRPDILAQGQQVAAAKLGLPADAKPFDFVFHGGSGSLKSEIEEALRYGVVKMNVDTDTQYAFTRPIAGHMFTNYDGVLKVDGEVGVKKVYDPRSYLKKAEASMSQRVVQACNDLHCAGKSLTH
UGM FP inh: Mtb UDP-galactopyranose mutase inhibition | P9WIQ1 | inhibition, % at 10 µM | 320,000 compounds, 0.06% hits | AID 504406 | purified UGM, fluorescence polarization probe displacement; in the data active means inhibition above about 10%, passing the limit was not always enough; inconclusive means no clear call, values can overlap the other calls
Target sequence (P9WIQ1 whole entry, looked up): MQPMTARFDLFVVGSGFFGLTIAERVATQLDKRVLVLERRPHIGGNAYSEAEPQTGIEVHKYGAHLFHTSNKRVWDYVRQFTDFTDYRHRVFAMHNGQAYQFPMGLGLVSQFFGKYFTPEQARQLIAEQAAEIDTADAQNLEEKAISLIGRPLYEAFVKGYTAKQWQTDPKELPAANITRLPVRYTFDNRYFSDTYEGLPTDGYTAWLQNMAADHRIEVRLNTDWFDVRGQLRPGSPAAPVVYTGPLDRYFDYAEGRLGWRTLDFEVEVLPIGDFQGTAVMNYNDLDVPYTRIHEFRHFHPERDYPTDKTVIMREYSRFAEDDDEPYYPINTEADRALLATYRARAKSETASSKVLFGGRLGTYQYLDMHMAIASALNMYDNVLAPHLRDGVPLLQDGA
PfHsp40 yeast: compounds rescuing yeast from Plasmodium falciparum HSP40 toxicity | 340,000 compounds, 0.68% hits | S. cerevisiae expressing PfHsp40, growth rescue, ATP luminescence | AID 504582 | growth rescue, % at 12.5 µM; in the data active means growth rescue above about 28%, passing the limit was not always enough; inconclusive means no clear call, values can overlap the other calls;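 further: yeast W303a lacking pdr1 and pdr3 grown in galactose medium; growth measured after three days at 30 °C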
* hit, by the source's call; ? = inconclusive; · = no result given; & = joins results of further samples. Unless noted, no stated cut-off is given here; in the data, active means inhibition above about 30%; inconclusive means no clear call, values can overlap the other calls; inactive means below that.

SMILES	BoNT A protease	GDH-TPI inh	BioA inh	BoNT-F LC inh	FadD28 binding	Anthrax LF prot	Mtb FBA inh	UGM FP inh	PfHsp40 yeast
CCOP(=O)(Nc1ccc2oc(=O)c3ccccc3c2c1)OCC	-7.6	19	·	-10	-3.5	5	2	-3.6	1.0
Cc1cccc(-n2c(O)c(C=Nc3cccc(O)c3)c3ccccc3c2=O)n1	-1.0	29	-0.4	0	-4.1	-1	6	-2.1	2.4
CC(NC(=O)CC1Nc2ccccc2NC1=O)c1ccccc1 (stereo unspecified)	0.3	6	7.3	3	-1.9	-4	9	-0.3	0.3
Cc1ccc(F)cc1N=Cc1c(O)c2ccccc2oc1=O	0.6	-9	1.2	?	-3.7	-9	2	-1.2	0.7
CCSc1nnc2ccc(-c3ccco3)nn12	-0.7	0	·	-7	0.0	-5	4	-2.7	-1.0
Cc1nc2ccc(C(=O)Nc3ccc4nc[nH]c4c3)cc2[nH]1	0.1	-14	22	4	-4.4	-3	-3	2.9	2.2
CCCCNC(=O)NNc1nc(Cl)cc(C)c1C#N	-0.8	-5	0.5	-3	-3.4	-2	3	0.3	-0.6
COCCNc1cc(NCCOC)c([N+](=O)[O-])cc1[N+](=O)[O-]	-0.2	15	-0.1	2	-3.9	0	-7	-0.7	0.3
CCOC(=O)Cc1nnc(NC(=O)C23CC4CC(CC(C4)C2)C3)s1	-1.6	3	·	-10	-0.9	-9	-2	2.1	-0.5
CSc1ccc(CCNS(=O)(=O)c2ccc3c(c2)C(C)(C)C(=O)N3C)cc1	0.4	-9	1.3	-2	-2.6	-2	2	-2.1	-1.9
Cc1cc(C)n2cc(CSc3nc4ccccc4[nH]3)nc2n1	-0.2	-4	·	-6	-5.0	0	1	-0.3	0.4
CN(C)C(=S)Oc1ccccc1C1SCCS1	-0.7	-1	0.4	-9	-0.8	-3	4	·	·
O=C(CSc1nnc(-c2ccncc2)n1-c1ccccc1)Nc1ccc(C(=O)O)cc1	-0.2	8	-3.3	10	-1.5	-15	5	0.7	-0.4
CC1=C(C(=O)N(C(C)C)C(C)C)CC(CC(=O)NCCc2ccccn2)C(=O)N1Cc1ccc(C(C)(C)C)cc1 (stereo unspecified)	0.0	·	3.8	-4	-0.9	5	1	·	·
O=C(CN1C2CCCC1CC(NC(=O)c1ccccc1)C2)Nc1nccs1 (stereo unspecified)	1.3	0	·	9	-1.1	4	5	0.6	-1.4
CCOC(=O)c1cc(C)sc1/N=C/C1C(=O)CC(C)(C)CC1=O	0.5	5	1.1	-8	0.8	-3	2	-0.6	0.2
CCc1ccccc1NC(=O)CN(C)C(=O)CSc1nnc(Nc2cccc(C)c2C)s1	0.7	6	-0.8	-4	29*	2	5	-2.1	0.8
CCNC(=S)NNC(=O)c1ccncc1	1.7	-3	·	4	-3.5	-2	4	1.9	0.3
O=C(C1CC1)N1CCc2cc(S(=O)(=O)NCCC3=CCCCC3)ccc21	-1.0	3	1.4	-14	-1.2	-4	4	1.3	0.2
CCOc1ccccc1OC(C)C(=O)Nc1ccc(S(=O)(=O)N2CCCC2)cc1 (stereo unspecified)	2.6	10	1.0	14	-2.2	0	3	0.3	0.9
Cc1cc2nnc(SCC(=O)N(C)C3CCS(=O)(=O)C3)n2c2ccccc12 (stereo unspecified)	-1.0	2	·	-4	0.3	4	10	2.0	1.9
COc1ccc(N=C2C(=O)Nc3c(C)cccc32)cc1	-0.7	1	-2.5	-2	-1.6	-8	-3	2.8	-0.7
O=C(CSc1nnc2c(n1)[nH]c1ccccc12)Nc1ccc(S(=O)(=O)Nc2ncccn2)cc1	0.8	14	0.6	0	-7.3	-1	-1	·	1.1
CCOc1ccc(Cl)cc1CSc1n[nH]c(C)n1	0.2	-1	-1.3	4	-1.2	1	2	-2.3	-2.2
O=C(NCc1ccc(F)cc1)c1cccc2c1C(=O)c1ccc(N3CCC(Cc4ccccc4)CC3)cc1S2(=O)=O	19	14	-8.2	23	-1.8	33*	2	33*	0.3
Carrying on.
SMILES	BoNT A protease	GDH-TPI inh	BioA inh	BoNT-F LC inh	FadD28 binding	Anthrax LF prot	Mtb FBA inh	UGM FP inh	PfHsp40 yeast
O=S(=O)(Nc1ccc(-c2ccc(N3CCOCC3)nn2)cc1)c1cc(Cl)ccc1Cl	·	15	-6.2	·	1.3	·	7	·	0.7
COC(=O)Cc1ccc(NC(=S)NCc2ccccc2OC)cc1	0.1	-4	·	-1	-0.7	-3	1	-1.5	0.1
Cc1ccc(C23CCC(=O)N2C(C(=O)O)CS3)c(C)c1 (stereo unspecified)	1.9	-4	·	-13	·	2	-1	-0.5	-1.4
CCCn1c(SCC(=O)NC2CC2)nnc1-c1ccccn1	0.3	1	-2.3	0	-2.0	-4	2	-3.5	-0.9
CCSC1=NC(=O)/C(=C2/C=Cc3ccccc3N2CC)S1	-0.3	2	·	9	1.8	?	-2	-0.6	2.0
C/C(=N\NC(=O)c1ccc(-c2ccccc2)cc1)c1cccc(N)c1	-0.3	7	-1.0	-14	-1.5	0	-1	-4.6	-0.4
CC[C@@H](NC(=O)Cn1cc(C)c(=O)[nH]c1=O)c1ccccc1	-0.3	-2	-0.6	-3	1.4	-3	2	·	-0.4
NCCCCCc1nnc(SCC(N)=O)o1	-0.3	6	·	0	-0.9	2	4	-0.3	-0.6
Cc1cc(C)c2c(N)c(C(=O)NN3CC(=O)N(c4ccccc4F)CC3=O)sc2n1	0.5	3	-0.9	-1	-1.4	-4	62*	-0.7	-0.9
C[C@@H]1CN([C@@H](C)CO)C(=O)CCCn2nncc2CO[C@@H]1CN(C)S(=O)(=O)c1ccccc1	-0.1	-1	1.0&-0.9	-4	-2.5	1	1	·	·
CCCCN(C(=O)c1cccc(S(=O)(=O)N(CC)c2ccccc2)c1)c1c(N)n(CC(C)C)c(=O)[nH]c1=O	-0.7	5	2.9	1	-2.1	-2	0	·	0.2
Cc1ccsc1C(=O)Nc1ccccc1N1CCOCC1	4.1	-11	-0.5	4	-3.9	-5	0	1.0	-0.9
CC(C)CNC(=O)COC(=O)c1cccc(S(=O)(=O)NCC(F)(F)F)c1	-0.7	-6	0.1	-2	-3.2	-3	-4	-0.2	-0.2
CCC(C(=O)Nc1ccsc1C(=O)OC)c1ccccc1 (stereo unspecified)	-1.7	6	·	-9	-0.6	-3	-6	0.4	1.6
COC1(c2ccccc2)NC(=S)NN=C1c1ccccc1 (stereo unspecified)	0.0	-1	1.0	-2	-4.3	-1	4	-0.5	2.7
CCCCOc1ccc(C(=O)N2CCN(c3ccc(N4CCOCC4)nn3)CC2)cc1	7.9	5	0.8	59*	-0.8	23	30*	-0.2	-0.1
COc1ccc(C(CC(=O)N2CCOCC2)C(C)C)cc1 (stereo unspecified)	-0.4	10	-0.6&-1.2	-32	1.5	2	1	-0.7	-0.7&-0.6
O=C(O)C1CC=CCC1C(=O)NCc1ccc2c(c1)OCO2 (stereo unspecified)	-2.1	6	-2.5	-4	0.7	1	2	2.8	2.8
Cc1ccc(NCC(=O)N/N=C/c2cc3ccccc3nc2Cl)cc1	1.3	15	·	-9	-6.8	4	-2	0.5	0.1
COc1ccc(CCNC(=O)COC(=O)c2ccc(OC)cc2OC)cc1	-0.1	12	-1.4	2	0.2	-1	7	·	-1.0
COc1ccc(CN2CCOCC2)cc1OC	-0.9	-5	-1.9	-5	0.5	-4	-1	0.7	0.2
CCCCCC(=O)Nc1c(-c2cccs2)c(=O)c2ccccc2n1C	-1.0	21	0.7	-1	-1.1	2	2	-0.6	0.9
Cc1ccc2nc(N(CCCN(C)C)C(=O)c3cc4ccccc4oc3=O)sc2c1	-0.5	9	-1.3	2	-2.2	0	2	0.9	0.1
COc1ccc(C(=O)NC(Nc2ccccc2)C(Cl)(Cl)Cl)cc1 (stereo unspecified)	-1.2	3	-4.0	-16	-4.2	0	1	-1.0	-0.6
Cc1c(/N=C/c2ccco2)n(Cc2ccccc2)c2ccccc12	-4.4	5	·	-61	-0.8	-31	-1	-0.3	0.6
(more compounds)
SMILES	BoNT A protease	GDH-TPI inh	BioA inh	BoNT-F LC inh	FadD28 binding	Anthrax LF prot	Mtb FBA inh	UGM FP inh	PfHsp40 yeast
COc1cc(C2CC(=O)C3=C(C2)Nc2ncnn2C3c2cccs2)cc(OC)c1OC (stereo unspecified)	-0.8	9	0.2	4	-1.5	2	9	-0.9	·
O=C(COc1ccccc1)N/N=C/c1ccc(O[C@@H]2O[C@H](CO)[C@@H](O)[C@H](O)[C@H]2O)cc1	-0.2	7	·	-3	-3.7	-3	-2	0.1	0.0
O=C(CN1C(=O)NC2(CCc3ccccc3C2)C1=O)NCC(F)(F)F (stereo unspecified)	-2.1	2	-0.2	-41	-1.4	-7	-1	1.5	-1.0
Cc1ccc(-c2csc3ncn(/N=C/N(C)C)c(=O)c23)o1	-0.6	5	-0.6	-7	-1.1	1	-1	-3.9	-1.3
CN(C(=O)CSc1nnc(-c2cccnc2)o1)C1CCCCC1	0.4	6	3.7	-5	-0.9	-6	3	0.3	-1.0
C=C(C)COc1ccc(-c2nc(N)ncc2-c2ccccc2OC)c(O)c1	-0.7	3	·	-3	-0.3	-6	3	-0.8	2.3
O=C(N/N=C/c1ccccn1)c1sc2ccccc2c1Cl	·	35*	-2.7	·	-7.3	·	-7	2.0	199*
Cc1cccc(C)c1C(=NCCN(C)C)c1ccccc1	-2.4	14	·	?	-2.4	4	-4	-1.6	0.5
COc1ccccc1OCC#CCN1CCCC(C)C1 (stereo unspecified)	-1.3	-6	0.6	-3	-4.8	-6	-1	2.1	-1.4
CC1CCN(S(=O)(=O)c2cc3c4c(c2)C(C)C(=O)N4CCC3)CC1 (stereo unspecified)	0.5	3	0.2	14	-1.0	2	0	1.5	-0.8
CCCCc1cc(=O)oc2cc(C)cc(OCC(=O)O)c12	?	23	0.1	3	-1.6	-2	152*	-0.5	12
O=c1c2cnn(-c3ccccc3)c2nnn1/N=C/c1cccnc1	-0.1	12	-1.4	1	-3.9	-3	-1	-1.6	0.3
CCOC(=O)CNC(=O)COc1coc(CN2CCN(c3ccc(F)cc3)CC2)cc1=O	-0.4	0	-0.7	1	-4.1	-1	1	0.5	-0.9
Cc1cc(O)ccc1-c1cccc2nccn12	-0.6	-3	-1.0	-6	-6.2	0	49*	·	·

Random excerpt: 2 records from the list
SMILES	BoNT A protease	GDH-TPI inh	BioA inh	BoNT-F LC inh	FadD28 binding	Anthrax LF prot	Mtb FBA inh	UGM FP inh	PfHsp40 yeast
Cc1cc(O)ccc1-c1cccc2nccn12	-0.6	-3	-1.0	-6	-6.2	0	49*	·	·
O=C(N/N=C/c1ccccn1)c1sc2ccccc2c1Cl	·	35*	-2.7	·	-7.3	·	-7	2.0	199*

Entries shown so far that have an aryl methoxy group, in the order listed:
SMILES	BoNT A protease	GDH-TPI inh	BioA inh	BoNT-F LC inh	FadD28 binding	Anthrax LF prot	Mtb FBA inh	UGM FP inh	PfHsp40 yeast
COc1ccc(N=C2C(=O)Nc3c(C)cccc32)cc1	-0.7	1	-2.5	-2	-1.6	-8	-3	2.8	-0.7
COC(=O)Cc1ccc(NC(=S)NCc2ccccc2OC)cc1	0.1	-4	·	-1	-0.7	-3	1	-1.5	0.1
COc1ccc(C(CC(=O)N2CCOCC2)C(C)C)cc1 (stereo unspecified)	-0.4	10	-0.6&-1.2	-32	1.5	2	1	-0.7	-0.7&-0.6
COc1ccc(CCNC(=O)COC(=O)c2ccc(OC)cc2OC)cc1	-0.1	12	-1.4	2	0.2	-1	7	·	-1.0
COc1ccc(CN2CCOCC2)cc1OC	-0.9	-5	-1.9	-5	0.5	-4	-1	0.7	0.2
COc1ccc(C(=O)NC(Nc2ccccc2)C(Cl)(Cl)Cl)cc1 (stereo unspecified)	-1.2	3	-4.0	-16	-4.2	0	1	-1.0	-0.6
COc1cc(C2CC(=O)C3=C(C2)Nc2ncnn2C3c2cccs2)cc(OC)c1OC (stereo unspecified)	-0.8	9	0.2	4	-1.5	2	9	-0.9	·
C=C(C)COc1ccc(-c2nc(N)ncc2-c2ccccc2OC)c(O)c1	-0.7	3	·	-3	-0.3	-6	3	-0.8	2.3
COc1ccccc1OCC#CCN1CCCC(C)C1 (stereo unspecified)	-1.3	-6	0.6	-3	-4.8	-6	-1	2.1	-1.4

Source: PubChem (several laboratories)
